PME-1 primary – PME-1 inhibitors via competitive probe labeling, primary screen, biochemical, fluorescence polarization, FP-Rh probe, HTS. Protein phosphatase methylesterase 1 (Homo sapiens), Q9Y570. recombinant PME-1. inhibition, % at 5.9 µM. 320,000 tested, 0.53% active. AID 2130, 2009;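 active = inhibition above the campaign mean of all compounds plus 3 SD, cut at about 26% in these data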;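 also: competitive labeling of PME-1 active site by serine hydrolase directed probe; 0% = PME-1 with DMSO and 100% = wells lacking PME-1 enzyme; inhibitors block probe labeling so polarization falls and inhibition rises; many of its hits are not listed in these tables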
PAD4 inh – human PAD4 inhibitors, primary screen, biochemical, fluorescence polarization, 1536-well format | Protein-arginine deiminase type-4 (Homo sapiens), Q9UM07 | recombinant PAD4, RCA probe fluorescence polarization | inhibition, % at 6.36 µM | 330,000 tested, 0.41% active | AID 485272, 2010;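 active = percent inhibition above a cutoff equal to the mean of all tested compounds plus 3 SD, cut at about 15% in these data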;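 also: 0% = PAD4 with RCA probe and DMSO and 100% = probe without PAD4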
Fam108B inh – mouse Fam108B serine hydrolase inhibitors, primary screen, counter-screen for RBBP9 inhibitor project, biochemical, fluorescence polarization | recombinant Fam108B, FP-Rh probe fluorescence polarization | inhibition, % at 9.51 µM | 300,000 tested, 0.33% active;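 active = inhibition above the screen mean inhibition plus 3 SD, computed separately per campaign, cut at about 18% in these data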;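 also: inhibitors lower polarization as less probe binds the enzyme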
MCL1-BIM inh – inhibitors of MCL1 binding to BIM-BH3, primary screen, biochemical, fluorescence polarization. GST-MCL1 / FITC-Bim-BH3 fluorescence polarization. AID 2057, 2009. inhibition, % at 10.9 µM. Induced myeloid leukemia cell differentiation protein Mcl-1 (Homo sapiens), Q07820. 320,000 tested, 0.68% active;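 active = inhibition above the mean inhibition of all tested compounds plus 3 SD, set per campaign, cut at about 40% in these data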;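 also: 0% = DMSO wells and 100% = unlabeled Bim-BH3 peptide control; higher means more loss of mP so more displacement of Bim peptide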
Target sequence (Q07820 whole entry, looked up): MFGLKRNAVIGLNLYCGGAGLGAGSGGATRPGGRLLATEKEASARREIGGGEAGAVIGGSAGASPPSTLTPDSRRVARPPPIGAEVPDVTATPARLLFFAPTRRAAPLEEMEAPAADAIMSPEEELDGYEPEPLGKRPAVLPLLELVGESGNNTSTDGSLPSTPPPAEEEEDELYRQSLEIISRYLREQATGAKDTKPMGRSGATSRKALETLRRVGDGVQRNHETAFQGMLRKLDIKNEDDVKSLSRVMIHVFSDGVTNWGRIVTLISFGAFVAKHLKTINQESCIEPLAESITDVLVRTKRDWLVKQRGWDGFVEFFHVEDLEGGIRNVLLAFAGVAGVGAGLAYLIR
Bcl-xL primary – inhibitors of human Bcl-xL, primary screen, biochemical, fluorescence polarization, HTS | Bcl-2-like protein 1 (Homo sapiens), Q07817 | GST-Bcl-xL / FITC-Bim BH3 peptide fluorescence polarization | inhibition, % at 10.9 µM | 320,000 tested, 0.7% active | AID 2129, 2009;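 active = inhibition above the mean of all tested compounds plus 3 SD, cutoff set per campaign, cut at about 30% in these data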;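 also: 0% = DMSO wells and 100% = unlabeled Bim-BH3 peptide competitor; inhibitors lower millipolarization by displacing the labeled peptide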
Target sequence (Q07817 whole entry, looked up): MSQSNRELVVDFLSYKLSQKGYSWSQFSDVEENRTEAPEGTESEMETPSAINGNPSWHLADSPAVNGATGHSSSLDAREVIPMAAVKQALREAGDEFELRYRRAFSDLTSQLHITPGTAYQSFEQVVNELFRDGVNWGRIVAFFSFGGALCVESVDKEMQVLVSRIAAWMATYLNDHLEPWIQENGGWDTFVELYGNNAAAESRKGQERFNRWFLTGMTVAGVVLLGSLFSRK
TPT1 inh – Candida albicans TPT1 enzyme inhibitors, primary screen, biochemical, fluorescence polarization; inhibition, % at 5 µM; recombinant caTPT1, FP RNA substrate dephosphorylation; AID 1962, 2009; 300,000 tested, 0.81% active; tRNA 2'-phosphotransferase TPT1 (Candida albicans SC5314);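 active = inhibition above the mean of all tested compounds plus 3 SD, set per screening campaign, cut at about 24% in these data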;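 also: plate controls were DMSO alone for no effect and ferristatin control at 100 nM for full effect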
MEX-5 binding – MEX-5 zinc finger RNA-binding disruptors – biochemical, C. elegans, fluorescence polarization, MLPCN library, primary screen. Zinc finger protein mex-5 (Caenorhabditis elegans), Q9XUB2. MEX-5/FITC-TCR2 RNA binding; active compounds read low. activity score (negative = inhibition of binding), % at 10 µM. 300,000 tested, 0.38% active;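 active = inhibition past about -25% in most replicates, and total fluorescence under double the plate's negative control median, limit read from the data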;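 also: 0% = DMSO and -100% = 5 µM competing unlabeled TCR2 RNA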
GLD-1 RNA inh – GLD-1/TGE RNA complex disruptors, primary screen, biochemical, fluorescence polarization | purified GLD-1 + fluorescein TGE RNA | inhibition, % at 5.96 µM | 320,000 tested, 0.44% active;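 active = percent inhibition above a per-plate cutoff, the plate mean of test compounds plus 3 SD, cut at about 30% in these data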;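 also: 0% = DMSO wells with GLD-1 and probe and 100% = wells lacking GLD-1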
GSTO1 counter – inhibitors of recombinant GSTO1, primary screen, counter-screen for RBBP9 inhibitor project, biochemical, fluorescence polarization. Glutathione S-transferase omega-1 (Homo sapiens), P78417. activity-based probe fluorescence polarization. inhibition, % at 5.96 µM. 300,000 tested, 1.1% active;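 active = inhibition above the campaign mean inhibition plus 3 SD, cut at about 35% in these data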;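 also: 0% = GSTO1-1 with DMSO and 100% = wells lacking GSTO1-1 enzyme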
Target sequence (P78417 whole entry, looked up): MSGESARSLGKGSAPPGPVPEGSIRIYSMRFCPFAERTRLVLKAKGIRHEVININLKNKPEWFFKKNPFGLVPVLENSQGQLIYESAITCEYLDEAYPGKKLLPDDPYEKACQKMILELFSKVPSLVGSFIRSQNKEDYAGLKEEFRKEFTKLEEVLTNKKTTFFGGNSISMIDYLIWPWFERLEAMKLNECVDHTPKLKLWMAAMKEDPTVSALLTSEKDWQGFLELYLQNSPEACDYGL
* = called active by the depositor.

Screening O=C(NNc1nc2ccccc2s1)Nc1ccc(Cl)c(Cl)c1 returned PME-1 primary -1, PAD4 inh 7, Fam108B inh -5, MCL1-BIM inh -20, Bcl-xL primary -15, TPT1 inh 2, MEX-5 binding -1.0, GLD-1 RNA inh 2 and GSTO1 counter -15.
`COC(=O)C1C(O)=C(C=Nc2ccc3ccccc3c2)C(=O)CC1(C)C` (configuration not stated) gave PME-1 primary 0, PAD4 inh -1, Fam108B inh 1, MCL1-BIM inh 3, Bcl-xL primary 2, TPT1 inh 0, MEX-5 binding 0.3, GLD-1 RNA inh -2 and GSTO1 counter 6.
`CC(C)NC(=O)NC(=O)COc1c(F)c(F)cc(F)c1F` gave PME-1 primary 0, PAD4 inh -1, Fam108B inh 4, MCL1-BIM inh -5, Bcl-xL primary 2, TPT1 inh -4, MEX-5 binding -0.9, GLD-1 RNA inh 4 and GSTO1 counter 2.
Screening CC1Cc2ccccc2N1C(=O)CSc1ccccc1 (configuration not stated) returned PME-1 primary 5, PAD4 inh 3, Fam108B inh 3, MCL1-BIM inh -2, Bcl-xL primary 2, TPT1 inh -1, MEX-5 binding -3.1, GLD-1 RNA inh 5 and GSTO1 counter 5.
For CC1CCCN(C(=O)Cn2nnc(-c3ccc(F)cc3)n2)C1 (configuration not stated) the results were PME-1 primary -3, PAD4 inh 2, Fam108B inh 2, MCL1-BIM inh -2, Bcl-xL primary 6, TPT1 inh -1, MEX-5 binding -0.3, GLD-1 RNA inh 3 and GSTO1 counter 3.
For Cc1csc(/C(C#N)=N/O)n1 the results were PME-1 primary -1, PAD4 inh 4, Fam108B inh -3, MCL1-BIM inh -6, Bcl-xL primary -3, TPT1 inh 0, MEX-5 binding 1.1, GLD-1 RNA inh 1 and GSTO1 counter -8.
For Cc1cc(S(=O)(=O)Nc2ccc(C(=O)NCCCN3CCCC3=O)cc2)ccc1F the results were PME-1 primary 2, PAD4 inh 0, Fam108B inh 2, MCL1-BIM inh -1, Bcl-xL primary 1, TPT1 inh 0, MEX-5 binding -3.8, GLD-1 RNA inh -1 and GSTO1 counter -2.
Screening CCOC(=O)C1=C(COC(=O)/C=C/c2ccco2)NC(=O)NC1C (configuration not stated) returned PME-1 primary -3, PAD4 inh 1, Fam108B inh 1, MCL1-BIM inh 27, Bcl-xL primary 11, TPT1 inh -1, MEX-5 binding -4.4, GLD-1 RNA inh 12 and GSTO1 counter 5.
For CC1CCCCC1NC(=S)Nc1ccc(SC(F)F)cc1 (configuration not stated) the results were PME-1 primary 1, PAD4 inh -2, Fam108B inh 1, MCL1-BIM inh 6, Bcl-xL primary 4, TPT1 inh 2, MEX-5 binding 0.4, GLD-1 RNA inh 3 and GSTO1 counter -2.
For Cc1cc(C)c(C#N)c(SCc2c(F)cccc2[N+](=O)[O-])n1 the results were PME-1 primary -2, PAD4 inh 1, Fam108B inh 4, MCL1-BIM inh 8, Bcl-xL primary 4, TPT1 inh -2, MEX-5 binding -0.1, GLD-1 RNA inh 5 and GSTO1 counter -3.
For Cc1ccc(NC(=O)C(C)Sc2nc3nc(C)cc(C)n3n2)cc1 (configuration not stated) the results were PME-1 primary -3, PAD4 inh -2, MCL1-BIM inh 0, Bcl-xL primary 0 and GLD-1 RNA inh 3.
`COC(=O)CCC(=O)OC1(C)C(=O)C=C2C=C(C3CC3)OC=C2C1=O` (configuration not stated) gave PME-1 primary 4, PAD4 inh 2, Fam108B inh 3, MCL1-BIM inh 55*, Bcl-xL primary 54*, TPT1 inh -10, MEX-5 binding -42*, GLD-1 RNA inh 67* and GSTO1 counter 19.
For C/C(=N\NC(=O)COc1ccc(C#N)cc1)c1ccc(N2CCOCC2)cc1 the results were PME-1 primary -1, PAD4 inh -2, Fam108B inh 1, MCL1-BIM inh 4, Bcl-xL primary 2, TPT1 inh 0, MEX-5 binding 0.6, GLD-1 RNA inh 4 and GSTO1 counter 0.
`Cc1[nH]c(=O)[nH]c(=O)c1S(=O)(=O)N1CCCC(C(=O)N2CCN(c3cccc(C(F)(F)F)c3)CC2)C1` (configuration not stated) gave PME-1 primary 1, PAD4 inh -7, Fam108B inh 3, MCL1-BIM inh -6, Bcl-xL primary -1, TPT1 inh 2, MEX-5 binding -2.0, GLD-1 RNA inh -7 and GSTO1 counter -4.
O=C1CN(C(=O)CC2C(=O)NCCN2Cc2ccccc2C(F)(F)F)CCN1 (configuration not stated) was read as PME-1 primary -2, PAD4 inh 1, Fam108B inh 1, MCL1-BIM inh 8, Bcl-xL primary 11, TPT1 inh -1, MEX-5 binding -0.6, GLD-1 RNA inh 5 and GSTO1 counter -6.
Screening CCC(=O)Nc1cccc(NC(=O)CSc2nnnn2C2CCCC2)c1 returned PME-1 primary -3, PAD4 inh -3, Fam108B inh 0, MCL1-BIM inh 2, Bcl-xL primary -1, TPT1 inh -3, MEX-5 binding 1.1, GLD-1 RNA inh 6 and GSTO1 counter 13.
For CC(=O)Nc1ccc(S(=O)(=O)Nc2nc3nc(-c4ccccc4)cc(-c4ccccc4)n3n2)cc1 the results were PME-1 primary -3, PAD4 inh -8, Fam108B inh 4, MCL1-BIM inh -5, Bcl-xL primary -2, TPT1 inh 2, MEX-5 binding -0.8, GLD-1 RNA inh -4 and GSTO1 counter -18.
`CCOc1cc(/C=C(\C#N)C(=O)Nc2cccc(C(=O)O)c2)ccc1OCc1ccc(Br)cc1` gave PME-1 primary 0, PAD4 inh -4, Fam108B inh -10, MCL1-BIM inh 1, Bcl-xL primary 5, TPT1 inh -4, MEX-5 binding -4.7, GLD-1 RNA inh -4 and GSTO1 counter 2.
For O=[N+]([O-])c1cccc(CSc2cccc[n+]2[O-])c1 the results were PME-1 primary 3, PAD4 inh 1, Fam108B inh 0, MCL1-BIM inh 1, Bcl-xL primary 10, TPT1 inh 0, MEX-5 binding 1.8, GLD-1 RNA inh 0 and GSTO1 counter 4.
`Cc1ccccc1-c1nc(CS(=O)(=O)CC(=O)N2CCN(C)CC2)c(C)o1` gave PME-1 primary -1, PAD4 inh -2, Fam108B inh 3, MCL1-BIM inh 2, Bcl-xL primary 8, TPT1 inh -3, MEX-5 binding -1.3, GLD-1 RNA inh -6 and GSTO1 counter -2.
`COc1ccc(Cl)cc1NS(=O)(=O)c1cc(Br)cnc1N` gave PME-1 primary 5, PAD4 inh 1, Fam108B inh 0, MCL1-BIM inh -2, Bcl-xL primary 6, TPT1 inh -4, MEX-5 binding -1.2, GLD-1 RNA inh -2 and GSTO1 counter 13.
For CC(C)=C1C(=O)NN(c2ccc(C)c(Cl)c2)C1=O the results were PME-1 primary -1, PAD4 inh 2, Fam108B inh -1, MCL1-BIM inh 1, Bcl-xL primary 3, TPT1 inh 12, MEX-5 binding 1.0, GLD-1 RNA inh 4 and GSTO1 counter 44*.
`COc1ccc(-c2cc(=O)oc3c(C)c(O)ccc23)cc1` gave PME-1 primary -4, PAD4 inh -2, Fam108B inh -2, MCL1-BIM inh -6, Bcl-xL primary 0, TPT1 inh 2, MEX-5 binding 1.5, GLD-1 RNA inh -3 and GSTO1 counter -3.
CC(=O)N(CCc1ccccc1)Cc1cc2cc(C)ccc2[nH]c1=O was read as PME-1 primary -2, PAD4 inh -6, Fam108B inh -2, MCL1-BIM inh -8, Bcl-xL primary -2, TPT1 inh -2, MEX-5 binding 0.3, GLD-1 RNA inh -6 and GSTO1 counter -5.
For CCSc1nnc(N2C(=O)CC(c3ccsc3)C3=C2CC(C)(C)CC3=O)s1 (configuration not stated) the results were PME-1 primary 2, PAD4 inh -5, Fam108B inh -2, MCL1-BIM inh 3, Bcl-xL primary 2, TPT1 inh -2, MEX-5 binding 4.9, GLD-1 RNA inh -1 and GSTO1 counter -8.
CCOC(=O)c1c(C)oc2ccc(OS(C)(=O)=O)cc12 was read as PME-1 primary 2, PAD4 inh -3, Fam108B inh 0, MCL1-BIM inh 0, Bcl-xL primary 5, TPT1 inh -4, MEX-5 binding -0.5, GLD-1 RNA inh -1 and GSTO1 counter 10.
For O=C(NCc1ccccc1Cl)c1cnccc1C(F)(F)F the results were PME-1 primary 4, PAD4 inh 0, Fam108B inh -1, MCL1-BIM inh -5, Bcl-xL primary 4, TPT1 inh -2, MEX-5 binding 0.6, GLD-1 RNA inh -5 and GSTO1 counter -3.
`CC(OC(=O)/C(C#N)=C/c1ccc(N(C)C)cc1)C(=O)N(C)c1ccccc1` (configuration not stated) gave PME-1 primary -31, PAD4 inh -4, Fam108B inh -43, MCL1-BIM inh -100, Bcl-xL primary -71, TPT1 inh 121*, MEX-5 binding 1.0, GLD-1 RNA inh -160 and GSTO1 counter -22.
For COc1cccc(C(=O)N2CCN(C3CCN(Cc4ccccc4)CC3)CC2)c1OC the results were PME-1 primary -3, PAD4 inh 0, Fam108B inh -3, MCL1-BIM inh 6, Bcl-xL primary 9, TPT1 inh 1, MEX-5 binding 0.4, GLD-1 RNA inh 2 and GSTO1 counter 9.
`COC(=O)[C@H](Cc1ccccc1)NC(=O)O[C@H]1C(=O)c2ccc(OC)cc2O[C@@H]1c1ccc2c(c1)OCO2` gave PME-1 primary 1, PAD4 inh 4, Fam108B inh 0, MCL1-BIM inh -6, Bcl-xL primary -1, TPT1 inh -1, MEX-5 binding 0.7, GLD-1 RNA inh 13 and GSTO1 counter 11.
`OCCNCc1ccc(OCc2ccc(Cl)cc2Cl)cc1` gave PME-1 primary 2, PAD4 inh -1, Fam108B inh 2, MCL1-BIM inh 1, Bcl-xL primary 1, TPT1 inh 0, MEX-5 binding -1.7, GLD-1 RNA inh -4 and GSTO1 counter 9.
For NC(=O)c1ccc(NC(=O)CN2C(=O)NC(c3ccccc3)(c3ccccc3)C2=O)cc1 the results were PME-1 primary -5, PAD4 inh 0, Fam108B inh -1, MCL1-BIM inh -10, Bcl-xL primary -3, TPT1 inh 1, MEX-5 binding -4.5, GLD-1 RNA inh -6 and GSTO1 counter -5.
For Cc1nn(C)c(C)c1NC(=O)CC12CC3CC(CC(C3)C1)C2 the results were PME-1 primary -2, PAD4 inh 0, Fam108B inh 6, MCL1-BIM inh -1, Bcl-xL primary 3, TPT1 inh -3, MEX-5 binding 0.1, GLD-1 RNA inh -6 and GSTO1 counter 2.
CCc1ccccc1NC(=O)C1CCCN(S(=O)(=O)c2ccc3c(c2)CC(C)N3C(C)=O)C1 (configuration not stated) was read as PME-1 primary 4, PAD4 inh 0, Fam108B inh 4, MCL1-BIM inh 5, Bcl-xL primary 4, TPT1 inh 3, MEX-5 binding 1.1, GLD-1 RNA inh 2 and GSTO1 counter 1.
CCOc1ccc(C(=O)c2ccncc2)cc1 was read as PME-1 primary 2, PAD4 inh 0, Fam108B inh 0, MCL1-BIM inh 6, Bcl-xL primary 5, TPT1 inh 1, MEX-5 binding 2.1, GLD-1 RNA inh 6 and GSTO1 counter 1.

From PubChem

A portion of the library; rates above refer to the full screens.
